Screening results as filed in PubChem.
mouse EphA4 binding – EphA4 ligand-binding antagonists – biochemical, colorimetric, mouse EphA4, primary screen (AID 689); inhibition, % at 10 µM, or IC50 in µM where a hit was titrated; EphA4-AP binding to KYL peptide, pNPP A405; higher % means a stronger effect; 0.1% of 62,000 active; in the data active = a potency from the dose series; inactive = the rest, 99 in 100 with inhibition below about 22%
Starred values were filed as active, the others as inactive; & = joins results of further samples. The list is partial; rates above refer to the full screens.

SMILES | mouse EphA4 binding
COc1cccc2cc(C(=O)N3CCC(C)CC3)c(=O)oc12 | -1%
C=CCN(CC=C)c1nc2ccccc2nc1C(C#N)C(=O)OCCOC (stereo not drawn) | -6%
COC(=O)C1=C(N)Oc2cc(C)n(CC3CCCO3)c(=O)c2C1c1ccc(Cl)cc1 (stereo not drawn) | 0%
CCC(=O)N1CCN(c2ccc([N+](=O)[O-])cc2)CC1 | 4%
COc1ccc(C2C(C(=O)OC(C)C)=C(C)N=c3s/c(=C\c4cc(OC)ccc4OC)c(=O)n32)cc1 (stereo not drawn) | 1%
COc1ccc(CNC(=O)C2CCN(S(=O)(=O)c3c(C)n[nH]c3C)CC2)cc1 | -10%
CC1=NN(C(N)=S)C2(O)CC3C(C12)C3(C)C (stereo not drawn) | 1%
Cc1ccc(C)c(N(C(=O)CCC(=O)Nc2cc(C)on2)C(C(=O)NC2CCCC2)c2ccco2)c1 (stereo not drawn) | -31%
O=C(N/N=C/C1CCCCC1)c1cc(Cl)ccc1O | -10%
NC(=O)c1ccc(C2SCC(=O)N2Cc2ccccc2)cc1 (stereo not drawn) | -14%
COc1cc(C2C3C(=O)N(c4ccc(F)cc4)C(=O)C3ON2c2ccccc2)ccc1O (stereo not drawn) | -10%
COc1ccc(C(=O)C(CO)Oc2ccccc2OC)cc1OC (stereo not drawn) | 3%
O=C(NC(NC(=S)Nc1ccc(Cl)cc1)C(Cl)(Cl)Cl)c1ccccc1F (stereo not drawn) | 6%
O=C(c1ccc(Cl)cc1Cl)c1ncc(C(F)(F)F)cc1Cl | 0%
COC(=O)C(Cc1ccc(OC(=O)c2ccc(Cl)cc2)cc1)N1Cc2ccccc2C1=O (stereo not drawn) | -1%
COc1ccc2c(c1OC)C(=O)OC2CC(=O)c1ccc(O)c(O)c1 (stereo not drawn) | -8%
COc1cc(NC(=O)c2ccco2)c(OC)cc1NC(=O)Nc1cccc(Cl)c1 | -14%
CSc1nnc(-c2ccccc2N=Cc2c(C)[nH]n(-c3ccc4ccccc4c3)c2=O)c(=O)[nH]1 | 0%
CCCSC1=N/C(=C\c2ccsc2)C(=O)S1 | 0%
CC1CCCCC1NS(=O)(=O)c1ccc(-n2cnnn2)cc1 (stereo not drawn) | -1%
Cc1ccccc1NC(=O)/C=C/c1ccc(F)cc1 | 6%
COc1ccc(C(CNC(=O)COc2ccccc2C#N)N2CCOCC2)cc1 (stereo not drawn) | -8%
NC(N)=NS(=O)(=O)c1ccc(NC(=O)c2cccc([N+](=O)[O-])c2)cc1 | 4%
CCCNC(=O)Cn1cccc1C(=O)c1ccccc1 | -10%
N#CCCN(C(=O)CSc1ccc2c(c1)OCCO2)c1ccc(F)cc1 | -1%
CCOC(=O)/C=C1\NC(=O)C(C)S1 (stereo not drawn) | -19%
COc1cccc(-c2nnc(NC(=O)c3ccc(S(=O)(=O)N4CC(C)OC(C)C4)cc3)o2)c1 (stereo not drawn) | -16%
CC(C)Oc1ccc(-c2cc(C(=O)NCCN3CCOCC3)c3ccccc3n2)cc1 | -6%
Cn1cnnc1SC1CCCCC1NS(=O)(=O)c1ccccc1 (stereo not drawn) | -4%
CS(=O)(=O)c1cnc2c(-c3ccc(F)cc3)cnn2c1N | 5%
CCCCSc1nc(C)c(CC(=O)OC)c(=O)[nH]1 | -10%
COc1ccc(OC)c(NC(=O)C2c3ccccc3Oc3ccccc32)c1 | 0%
Cc1ccc2oc(=O)cc(CN3CCC(C)CC3)c2c1 | -15%
Cc1ccc(NC(=O)CCc2c(C)nc3ncnn3c2C)cc1 | -4%
Cc1ccc(NC(=S)NCCN2CCOCC2)cc1 | -1%
Cc1cc(C)n(CC(=O)N/N=C/c2ccco2)n1 | -13%
CCc1cc2c(=O)[nH]cnc2s1 | 5%
CCCCNC(=O)C1C2C=CC3(CN(Cc4ccccc4Cl)C(=O)C13)O2 (stereo not drawn) | -16%
O=S(=O)(Cc1cc(Oc2ccccc2)nc(-c2ccccc2)n1)c1ccccc1 | 21%
COc1ccc(CNC(=O)C2C3C=CC4(CN(Cc5cccnc5)C(=O)C24)O3)cc1 (stereo not drawn) | 3%
COc1cccc(C2CC(C(F)(F)F)n3ncc(C(=O)NCC4CCCO4)c3N2)c1 (stereo not drawn) | -3%
COc1ccccc1-n1c(SCC(=O)N2CCCCC2)nc2cccnc21 | -11%
O=C(CC(Nc1ccccc1)C(=O)O)c1ccccc1 (stereo not drawn) | -8%
CCOC(=O)Cn1cnc2c(nnn2-c2ccc(OC)cc2)c1=O | -11%
O=C1OCCC1Sc1nc2ccccc2n1-c1ccccc1 (stereo not drawn) | 0%
Fc1ccc(-c2[nH]ncc2-c2nnnn2-c2ccccc2)c(F)c1 | 5%
COc1ccc(-c2nn(-c3ccccc3)cc2CO)cc1OC | -16%
CCOc1ccccc1NC(=O)C(=O)NCCCOC | -20%
O=C(Nc1nc(N2C(=O)c3ccccc3C2=O)n(-c2ccccc2)n1)c1ccc(Cl)cc1 | -6%
Cc1ccc(-c2nn3c(-c4ccco4)nnc3c3ccccc23)cc1S(=O)(=O)N1CCOCC1 | -2%
COc1ccc(NC(=O)c2cc(-c3ccccc3OC)on2)cc1 | -7%
COCCNC(=O)C(C#N)c1nc2ccccc2nc1N1CCCCCC1 (stereo not drawn) | 46%
COc1cccc(C2C(C(=O)Nc3ccc(C)cc3C)=C(C)Nc3ncnn32)c1OC (stereo not drawn) | -14%
Cc1ccc(OCc2ccc(C(=O)Nc3nccs3)o2)cc1 | -15%
COc1c(Cl)cc(C(=O)Nc2ccc(N3CCOCC3)cc2)cc1Cl | -5%
CC(O)C(NS(=O)(=O)c1ccc(Cl)cc1)C(=O)OCc1nnc(-c2ccccc2)o1 (stereo not drawn) | -5%
CC(C)C(OC(=O)c1cccs1)C(=O)NCc1cccs1 (stereo not drawn) | 9%
COC(=O)c1ccccc1NC(=O)c1ccc(Cn2cc(Cl)cn2)o1 | -11%
Cc1ccc(NC(=O)/C(=C\c2ccc3c(c2)OCO3)NC(=O)c2ccco2)cc1 | 3%
O=C1C(Cl)=C(N2CCCCC2)C(=O)N1c1ccccc1 | 12%
Next section:
SMILES | mouse EphA4 binding
CC(C)C(NS(=O)(=O)c1cccs1)C(=O)NCCN1CCN(c2ccccc2)CC1 (stereo not drawn) | -9%
O=C1c2cccc3cccc(c23)C(=O)N1/N=C/c1ccc(Br)cc1 | -9%
CCCCCCn1c(SCC(C)C)nc2c1c(=O)[nH]c(=O)n2C | -21%
CCOC(=O)/C(=C/c1ccc(O)cc1)C(C)=O | -11%
COc1ccc(C(=O)Nc2cc(C(=O)c3ccccc3)c(C)oc2=O)cc1 | -11%
CCc1ccc(C2CC(=O)NC(SCC(=O)OC(C)C)=C2C#N)cc1 (stereo not drawn) | -9%
CC(=O)Nc1ccc(C2=NN(CC#N)C(=O)SC2)cc1 | -7%
CCOC(=O)N1CCN(C(=O)c2cc(C)no2)CC1 | -2%
CC(=O)Nc1cc(-c2cccc(C)c2)[nH]n1 | -14%
O=C1CC(N2CCN(c3ccccc3F)CC2)C(=O)N1c1ccc2c(c1)OCCO2 (stereo not drawn) | -9%
O=C1c2ccccc2C(=O)N1CCSc1nnc(-c2ccco2)n1Cc1ccccc1 | -11%
COc1ccccc1N1CCN(CC(O)COc2ccc(S(=O)(=O)N3CCOCC3)cc2)CC1 (stereo not drawn) | -1%
CC(C)(C)c1[nH]nc2c1C(c1ccccc1OC(=O)N1CCOCC1)C(C#N)=C(N)O2 (stereo not drawn) | -10%
COc1ccccc1OCCNc1cc(Cl)ccc1[N+](=O)[O-] | -2%
COC(=O)c1ccc(OC(=O)c2ccc(OCc3c(C)noc3C)c(OC)c2)cc1 | 6%

Structural class, the compounds so far containing a CF3 group (two)
SMILES | mouse EphA4 binding
O=C(c1ccc(Cl)cc1Cl)c1ncc(C(F)(F)F)cc1Cl | 0%
COc1cccc(C2CC(C(F)(F)F)n3ncc(C(=O)NCC4CCCO4)c3N2)c1 (stereo not drawn) | -3%

Later entries.
SMILES | mouse EphA4 binding
CCC(Oc1ccccc1)C(=O)Nc1nc2c(s1)C(=O)CC(C)(C)C2 (stereo not drawn) | -20%
CCOc1ccc(NC(=O)CN(c2cc(Cl)cc(Cl)c2)S(C)(=O)=O)cc1 | -6%
Cc1ccc(Cn2c(N3CCCCCC3)nc3c2c(=O)[nH]c(=O)n3C)cc1 | -8%
CN(C)c1ccc(Nc2nc(-c3cccnc3)cs2)cc1 | 4%&-1%
Cc1c(NC(=O)NCc2ccccc2)c(=O)n(-c2ccccc2)n1C | -5%
Cc1noc(C)c1S(=O)(=O)N1CCCC(C(=O)N2CCc3ccccc3C2)C1 (stereo not drawn) | -3%
CCOC(=O)C1[C@H]2C(=O)N(CCCOC)C[C@]23C=C[C@H]1O3 (stereo partly drawn) | 3%
Cc1nnc2c(NC(C)C)nc3ccccc3n12 | -10%
COC(=O)CCC(=O)c1oc2ccccc2c1NC(=O)CCCN1C(=O)c2ccccc2C1=O | 0%
COc1ccc(C(=O)NC2CCN(C(=S)Nc3cccc(C)c3)CC2)cc1 | -26%
COc1cccc(NC(=O)Nc2cc(C)ccc2F)c1 | -6%
CCOc1ccc(NC(=O)C(CC)NC(=O)c2ccccc2CO)cc1 (stereo not drawn) | 6%
Cc1cc(C(=O)CSc2nnc(Nc3ccccc3F)s2)c(C)n1CC1CCCO1 (stereo not drawn) | -12%
CC(OC(=O)CN(C)S(=O)(=O)c1ccc(Cl)cc1)C(=O)Nc1cccc(Cl)c1 (stereo not drawn) | -6%
CNC(=O)c1c(-c2ccccc2)oc2ccc(OC)cc12 | 9%
CSc1nccn1CC(=O)Nc1ccc(F)cc1 | -14%
COc1ccc(OC)c(S(=O)(=O)N2CCC(C(=O)Nc3cccc(C)c3C)CC2)c1 | -10%
Cc1csc(SCC(=O)Nc2ccc(Cl)cn2)n1 | 8%
CCCCC(=O)NCCc1cc2c(OC)ccc(OC)c2[nH]c1=O | -8%
Oc1ccccc1C1=Nc2ncnn2C(c2ccc(F)cc2)C1 (stereo not drawn) | -11%
CCc1ccc(NC(=O)N(CCCN2CCOCC2)Cc2cccs2)cc1 | -3%
O=C(Cn1cnc2ccccc2c1=O)NCCC(=O)Nc1ccc2c(c1)OCCO2 | 6%
O=C1Nc2ccc([N+](=O)[O-])cc2C1(O)N1CCCCCC1 (stereo not drawn) | -10%
C=CCNC(=O)NC(=O)COC(=O)/C(C#N)=C/c1cc(C)n(CCC(C)C)c1C | -16%
CCOCCn1c(N(C)Cc2ccccc2)nc2c1c(=O)[nH]c(=O)n2C | -12%
Cc1ccc(NC(=O)c2ccc(CN3CCc4ccccc4C3)cc2)cc1 | 1%
COCCNC(=O)CN1CCC(NC(=O)C(C)(C)C)CC1 | -3%
CCOC(=O)c1ccc(S(=O)(=O)N2CCN(CC(=O)NC(=O)NC3CCCCC3)CC2)cc1 | 2%
CSc1ccccc1NC(=O)C1CCCO1 (stereo not drawn) | 5%
COc1ccccc1NC(=O)Nc1nnc(-c2ccco2)s1 | -7%
CCC(=O)Nc1cc2c(cc1C(=O)c1ccccc1)OCCO2 | -9%
CCOC(=O)C1=C(CN2CCc3ccccc32)NC(=O)NC1c1cccc([N+](=O)[O-])c1 (stereo not drawn) | -4%
COc1cc2c(cc1NC(=O)c1cc(-c3cccnc3)nc3ccc(C)cc13)oc1ccccc12 | -7%
Cc1cccc(-c2cc(C(=O)Nc3sc(C)c(C)c3C(N)=O)c3ccccc3n2)c1 | -1%
CC(CCc1ccccc1)NC(=O)CN1CCN(Cc2ccc(Cl)cc2)C1=O (stereo not drawn) | -7%
O=C(c1ccc(Cl)cc1)N1CCN(c2c(Cl)cccc2[N+](=O)[O-])CC1 | -5%
COC(=O)c1cc(=O)nc2sc(-c3ccccc3)nn12 | -6%
CC1(C2(O)CC(c3ccccc3)ON2)CCCCC1 (stereo not drawn) | -7%
O=C(NCc1ccc(Cl)cc1)c1cnn2ccccc12 | -16%
CC1(C)CC(CCC(=O)Nc2ccc(S(N)(=O)=O)cc2)C(=O)O1 (stereo not drawn) | -21%

Among those listed so far, these contain a Cl atom.
SMILES | mouse EphA4 binding
COC(=O)C1=C(N)Oc2cc(C)n(CC3CCCO3)c(=O)c2C1c1ccc(Cl)cc1 (stereo not drawn) | 0%
O=C(N/N=C/C1CCCCC1)c1cc(Cl)ccc1O | -10%
O=C(NC(NC(=S)Nc1ccc(Cl)cc1)C(Cl)(Cl)Cl)c1ccccc1F (stereo not drawn) | 6%
O=C(c1ccc(Cl)cc1Cl)c1ncc(C(F)(F)F)cc1Cl | 0%
COC(=O)C(Cc1ccc(OC(=O)c2ccc(Cl)cc2)cc1)N1Cc2ccccc2C1=O (stereo not drawn) | -1%
COc1cc(NC(=O)c2ccco2)c(OC)cc1NC(=O)Nc1cccc(Cl)c1 | -14%
CCCCNC(=O)C1C2C=CC3(CN(Cc4ccccc4Cl)C(=O)C13)O2 (stereo not drawn) | -16%
O=C(Nc1nc(N2C(=O)c3ccccc3C2=O)n(-c2ccccc2)n1)c1ccc(Cl)cc1 | -6%
COc1c(Cl)cc(C(=O)Nc2ccc(N3CCOCC3)cc2)cc1Cl | -5%
CC(O)C(NS(=O)(=O)c1ccc(Cl)cc1)C(=O)OCc1nnc(-c2ccccc2)o1 (stereo not drawn) | -5%
COC(=O)c1ccccc1NC(=O)c1ccc(Cn2cc(Cl)cn2)o1 | -11%
O=C1C(Cl)=C(N2CCCCC2)C(=O)N1c1ccccc1 | 12%
COc1ccccc1OCCNc1cc(Cl)ccc1[N+](=O)[O-] | -2%
CCOc1ccc(NC(=O)CN(c2cc(Cl)cc(Cl)c2)S(C)(=O)=O)cc1 | -6%
CC(OC(=O)CN(C)S(=O)(=O)c1ccc(Cl)cc1)C(=O)Nc1cccc(Cl)c1 (stereo not drawn) | -6%
Cc1csc(SCC(=O)Nc2ccc(Cl)cn2)n1 | 8%
CC(CCc1ccccc1)NC(=O)CN1CCN(Cc2ccc(Cl)cc2)C1=O (stereo not drawn) | -7%
O=C(c1ccc(Cl)cc1)N1CCN(c2c(Cl)cccc2[N+](=O)[O-])CC1 | -5%
O=C(NCc1ccc(Cl)cc1)c1cnn2ccccc12 | -16%
